GLS inh = qHTS for Inhibitors of Glutaminase (GLS); actives 0.21% (n = 410,000); Potency, µM (highest dose often 45.5 µM), inactives show at the highest dose activity change, negative = inhibition, usual class: inhibitors; Glutaminase kidney isoform, mitochondrial (Homo sapiens), O94925; GLS enzymatic activity, qHTS titration; also: potency is read from the fitted curve at half-maximal effect; % is scaled to controls: 0 for no effect and ±100 for the full control effect
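Enzyme dispensed in phosphate buffer (45 mM, pH 8.2, 0.02% Tween-20), compounds pinned in, then 1 mM L-glutamine solution and the glutamate oxidase–HRP–Amplex Red mix added; fluorescence read immediately and again after 30 min at room temperature.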
ERG Ets-DNA blk = qHTS for Small Molecule Inhibitors of the ERG Ets/DNA interaction | Transcriptional regulator ERG (Homo sapiens), P11308 | fluorescence polarization, His-ERG Ets domain / labelled DNA | Potency, µM (top dose mostly 76.9 µM), inactives show top-dose FP activity, negative = inhibition, usual class: inhibitors | actives 0.028% (n = 370,000) | AID 624246, 2012; active = well fitted inhibition curve with a large enough effect in the polarisation, with a control signal flat; inconclusive = small, poorly fitted or top-dose-only effect, or effect the other way, or a change in a side signal; inactive = no such curve, though single readings can be large or run the other way; the % refers to the polarisation;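 also: polarization taken with two DNA probes labelled with fluorescein and Texas red; potency is read from the fitted curve at half-maximal effect; % of control where 0% means no effect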
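His-tagged ERG Ets domain (1 uM in the protein solution; 300mM KCl, 50mM Tris-HCl, 1mM EDTA, 1mM DTT, pH 7.5) received compound, then a probe mix of 5 nM fluorescein-DNA and 100nM Texas-615-DNA. Fluorescence polarization was read for both dyes.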
PI4K2A inh = qHTS for small molecular inhibitors of PI4K2A; purified PI4K2A, ADP-Glo luminescence, 1 h; active compounds read low; activity change, negative = inhibition, % at 76.9 µM; actives 0.13% (n = 420,000); in the data active = activity change below about -50%; inconclusive = mostly about -30% to -49%;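 also: -100% = wells without enzyme as full effect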
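Compounds are screened against recombinant PI4K2A using PI as substrate and ATP, the latter dispensed at 300 microM. Reactions run one hour at ambient temperature before ADP-Glo detection; full inhibition defined by wells lacking enzyme.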
Pin1 inhibitor = qHTS Assay to Find Inhibitors of Pin1; Peptidyl-prolyl cis-trans isomerase NIMA-interacting 1 (Homo sapiens), Q13526; Pin1 FP peptide displacement, HiFluor488, 10 min; AID 504891, 2011; actives 0.009% (n = 390,000); Potency, µM (top dose mostly 115 µM), for the others: top-dose activity, negative = inhibition, usual class: inhibitors; active = well fitted inhibition curve with a large enough effect in the polarisation, with a control signal flat, not every such curve was filed as active; inconclusive = small, poorly fitted or top-dose-only effect, or effect the other way, or a change in a side signal; inactive = no such curve, though single readings can be large or run the other way; the % refers to the polarisation; also: potency is read from the fitted curve at half-maximal effect; % is scaled to controls: 0 for no effect and ±100 for the full control effect
Target sequence (Q13526 whole entry, looked up): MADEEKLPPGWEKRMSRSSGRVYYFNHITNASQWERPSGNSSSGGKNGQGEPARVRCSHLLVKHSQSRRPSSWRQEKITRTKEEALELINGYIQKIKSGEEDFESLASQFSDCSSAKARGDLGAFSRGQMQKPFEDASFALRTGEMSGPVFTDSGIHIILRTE
PGK inhibitor = qHTS Assay to Find Inhibitors of Phosphoglycerate Kinase; Phosphoglycerate kinase, glycosomal (Trypanosoma brucei brucei), P07378; PGK/GAPDH coupled, Kinase-Glo luminescence, 60 min; Potency, µM (series often up to 57.5 µM), without a hit: at the highest dose activity change, negative = inhibition, most hits filed as inhibitors; actives 0.043% (n = 380,000); AID 602233, 2012; also: potency is read from the fitted curve at half-maximal effect; % is scaled to controls: 0 for no effect and ±100 for the full control effect; nearly all actives have a fitted effect of over 60% in size
Target sequence (P07378 whole entry, looked up): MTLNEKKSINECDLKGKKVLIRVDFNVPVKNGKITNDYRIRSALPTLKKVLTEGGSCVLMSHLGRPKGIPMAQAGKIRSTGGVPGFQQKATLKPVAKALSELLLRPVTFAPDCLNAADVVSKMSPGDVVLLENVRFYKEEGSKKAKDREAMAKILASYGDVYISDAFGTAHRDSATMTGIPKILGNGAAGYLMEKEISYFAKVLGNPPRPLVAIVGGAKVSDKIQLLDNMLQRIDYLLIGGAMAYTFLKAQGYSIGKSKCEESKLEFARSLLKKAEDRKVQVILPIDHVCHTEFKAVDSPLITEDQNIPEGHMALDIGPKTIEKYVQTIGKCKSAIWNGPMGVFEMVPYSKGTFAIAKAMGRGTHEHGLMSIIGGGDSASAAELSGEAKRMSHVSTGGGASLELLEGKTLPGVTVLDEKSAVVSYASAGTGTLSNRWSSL
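Recombinant glycosomal PGK reaction used 1,3-bisphosphoglycerate generated in-well by GAPDH (100nM final) in 100mM TEA pH 7.6, 5mM MgCl2, 0.01% Tween-20. After 60 minutes at room temperature, ATP was read by Kinase-Glo Plus luminescence end-point.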
HP1b binding inh = HTS for Inhibitors of HP1-beta Chromodomain Interactions with Methylated Histone Tails | AlphaScreen HP1-beta / biotin-H3K9me3 peptide binding | Potency, µM (doses to about 114 µM), inactives show top-dose activity change, negative = inhibition, hits mostly inhibitors | actives 0.56% (n = 390,000) | AID 540317, 2011; also: potency is read from the fitted curve at half-maximal effect; nearly all actives have a fitted effect of over 70% in size; inactives centre near 23
Target sequence (P83916 whole entry, looked up): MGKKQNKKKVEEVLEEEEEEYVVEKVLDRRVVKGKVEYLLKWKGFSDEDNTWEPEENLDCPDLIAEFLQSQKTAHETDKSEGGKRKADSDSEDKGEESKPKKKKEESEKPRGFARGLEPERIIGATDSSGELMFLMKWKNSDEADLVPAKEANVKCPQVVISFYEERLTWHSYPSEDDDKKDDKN
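HP1-beta protein (50 nM final) preincubated 30 min at room temperature with biotinylated H3(1-18)K9me3 peptide (50 nM) in PBS pH 7.4, 0.01% Tween-20, then compound added for 30 min. AlphaScreen streptavidin donor/nickel chelate acceptor beads (10 ug/mL final), 30 min dark, luminescence read.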
G9a block = qHTS Assay for Inhibitors of Histone Lysine Methyltransferase G9a. Histone-lysine N-methyltransferase EHMT2 (Homo sapiens), Q96KQ7. actives 8.8% (n = 350,000). AID 504332, 2011. G9a H3K9 monomethylation, AlphaScreen, 2 h. Potency, µM (highest dose often 102 µM), without a hit: at the top dose activity, negative = inhibition, usual class: inhibitors; also: potency is read from the fitted curve at half-maximal effect; % is scaled to controls: 0 for no effect and ±100 for the full control effect; nearly all actives have a fitted effect of over 75% in size
Target sequence (Q96KQ7 913-1193 limits assumed): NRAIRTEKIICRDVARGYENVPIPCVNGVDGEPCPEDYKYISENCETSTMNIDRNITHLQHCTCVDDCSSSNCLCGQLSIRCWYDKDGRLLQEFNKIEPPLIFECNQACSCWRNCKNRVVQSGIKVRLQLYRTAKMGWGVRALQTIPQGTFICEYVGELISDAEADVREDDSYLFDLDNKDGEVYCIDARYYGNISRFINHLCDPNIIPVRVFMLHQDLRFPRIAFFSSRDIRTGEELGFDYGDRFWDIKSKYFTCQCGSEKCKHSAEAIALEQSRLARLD
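G9a (20 nM) was preincubated 15 min with compound, then reacted 2 h at room temperature with 500 nM biotin-H3K9 peptide and 20 µM SAM. Monomethyl-H3K9 detected by AlphaScreen using anti-H3K9me1 antibody.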
BAZ2B block = qHTS Assay for Inhibitors of BAZ2B | AID 504333, 2011 | actives 4.4% (n = 360,000) | Potency, µM (doses to about 114 µM), for the others: top-dose activity change, negative = inhibition, most hits filed as inhibitors | AlphaScreen BAZ2B-H3K14Ac peptide displacement | Bromodomain adjacent to zinc finger domain protein 2B (Homo sapiens), Q9UIF8; also: potency is read from the fitted curve at half-maximal effect; % is scaled to controls: 0 for no effect and ±100 for the full control effect; nearly all actives have a fitted effect of over 60% in size
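Protein-peptide AlphaScreen: BAZ2B 50 nM, b-H3K14Ac 50 nM, 1x PBS pH 7.4 + 0.01% Tween-20. Preincubation 30 min RT; cpd 30 min RT (top 110 uM); beads 20 min RT, light-protected.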
JMJD2A Tudor = qHTS Assay for Inhibitors of JMJD2A-Tudor Domain | AlphaScreen JMJD2A-Tudor / H3K4me3 peptide binding | Potency, µM (highest dose often 114 µM), for inactives: top-dose activity change, negative = inhibition, most hits filed as inhibitors | actives 4.4% (n = 390,000) | Lysine-specific demethylase 4A (Homo sapiens), O75164 | AID 504339, 2011; also: potency is read from the fitted curve at half-maximal effect; % is scaled to controls: 0 for no effect and ±100 for the full control effect; nearly all actives have a fitted effect of over 50% in size
An asterisk follows results filed as active; i = inactive; ? = inconclusive; / = no result given; [ ] = remark or other dose. Unless noted, calls follow the shape of the dose curve; as a rule, active = well fitted curve in the direction sought with a large enough effect; inconclusive = small, poorly fitted or top-dose-only effect, or another doubt; inactive = no such curve, though single readings can be large; an effect the other way counts as inactive or inconclusive.

SMILES	GLS inh	ERG Ets-DNA blk	PI4K2A inh	Pin1 inhibitor	PGK inhibitor	HP1b binding inh	G9a block	BAZ2B block	JMJD2A Tudor
CCOc1ccc(NC(=O)c2nnn(CC(=O)Nc3ccccc3OC)c2N)cc1	5.9%	4.1%	6.5	-2.2%	-3.7%	12.9%	0.4%[0.0925 µM]	5.0%	-2.3%
Cc1nn(-c2ccccc2C(=O)O)c(=O)c2ccccc12	-1.1%	-1.9%	0.3	0.1%	i	33.7%[activator]	-25.2%[12.7 µM]	1.3%	-7.1%
Cc1ccccc1CCNC(=O)Cn1ccc2cc(S(=O)(=O)N3CCCC3)ccc21	-0.6%	-0.4%	-4.6	0.5%	-2.8%	-2.6%	-5.4%	-12.6%[57.1 µM]	-14.4%
CCc1cc2c(C)cc(=O)oc2cc1OC(=O)C1CCCN1C(=O)OC(C)(C)C (stereo unspecified)	4.8%	-0.6%	13.1	-0.8%	7.9%	-18.4%	5.3%	-18.1%	-5.6%
O=C(CCn1c(=O)c2cccn2c2cccnc21)N1CCN(c2ccccc2F)CC1	7.1%	-0.6%	-7.1	3.5%	2.3%	22.0%	-9.3%[59 µM]	?	-17.9%
Cc1cccc(NCc2cc(Cl)ccc2O)n1	11.7%	/	1.6	0.5%	0.0%	21.3%	1.8%[59 µM]	12.8%	-4.7%
O=C1C2CCCCC2C(=O)N1c1cccc(OS(=O)(=O)c2ccccc2)c1 (stereo unspecified)	-3.2%	-7.6%	-1.3	1.2%	-4.2%	34.4%	-3.7%[59 µM]	-2.4%	-6.2%
CCOc1ccc(C(=O)NCc2nc3cccnc3n2Cc2cccc(OC)c2)cc1	-2.4%	0.8%	-0.1	7.6%	7.4%	27.5%[57 µM]	20.5%[59 µM]	-1.8%	-11.6%
Cc1ccc(O)c(CNCCNCc2cc(C)ccc2O)c1	34.5%[activator]	15.2%	-4.2	0.9%	-0.3%	-13.0%	6.6%[12.7 µM]	?	?
O=C(c1ccc(Br)o1)N1CCN(c2ccc(F)cc2)CC1	20.3%	5.7%	-0.8	-1.5%	-4.3%	2.5%	-8.5%[59 µM]	-31.9%	-16.5%
CCNC(=O)CC1SC(=Nc2ccc(C)c([N+](=O)[O-])c2)N(C)C1=O (stereo unspecified)	-6.0%	5.8%	7.2	-1.9%	-1.5%	26.1%	/	/	-17.6%
CN(C)C(CNC(=O)C1CC(=O)N(Cc2ccccc2)C1)c1ccccc1 (stereo unspecified)	-9.8%	-9.1%	1.7	-0.2%	i	27.1%	-49.7%	4.8%	0.0%
Cc1ccc(CNC(=O)CNS(=O)(=O)c2ccc(Br)s2)cc1	-1.5%	7.6%	4.6	-5.7%	0.5%	25.6%	-6.0%[59 µM]	2.8%	2.8%
Nc1c(-c2ccccc2)cnn1-c1cccc(C(F)(F)F)c1	2.0%	-6.1%	8.5	11.9%	-3.7%	20.8%	29.4%[59 µM]	23.4%	-9.2%
Cc1ccc(-c2nc(CSCC(=O)NCCN3CCN(Cc4ccccc4)CC3)c(C)o2)cc1	-0.4%	0.9%	-2.7	1.0%	0.5%	7.4%	-36.6%	-36.0%	-29.7%
COc1cccc(C2=NOC(C(=O)NCc3cccnc3)C2)c1 (stereo unspecified)	-14.5%	-0.4%	7.8	-3.2%	-3.5%	40.6%[activator]	-12.4%	1.0%	-6.1%
O=C(NC1CCCCCC1)C1CCN(C(=O)N2CCOc3ccc(Cl)cc32)CC1	?	-0.8%	-1.5	1.7%	7.4%	-9.4%	7.94µM*	?	?
Cc1cc2n(n1)C(c1ccc3c(c1)OCO3)Nc1c(C)cccc1-2 (stereo unspecified)	/	-5.6%	10.5	-6.0%	4.8%	52.0%[activator]	-7.4%[12.7 µM]	2.9%	24.2%
O=C(c1ccc(NC(=O)C2(c3ccccc3)CCOCC2)cc1)N1CCOCC1	0.1%	-6.7%	3.2	1.7%	-4.0%	49.4%[activator]	4.3%[59 µM]	-12.9%	4.9%
Nc1nnc(SCC(=O)c2ccc3ccccc3c2)s1	11.4%	-1.9%	1.4	4.6%	6.4%	39.8%[activator]	6.2%[59 µM]	?	-13.2%
CCc1nnc2c3cnn(-c4ccccc4)c3ncn12	0.0%	3.3%	-5.2	-0.1%	-6.3%	38.8%	?	36.0%[activator]	5.7%
CCN(CC)c1ccc(/C=C2\CCC(/C=N/NC(=O)c3ccc(=O)n(C)c3)=C2N2CCOCC2)cc1	7.08µM*	9.4%	5.8	?	13.4%	5.0%	-24.1%	2.9%	-26.1%
CCCS(=O)(=O)N1CCC(C(=O)NCCN(C)Cc2ccccc2)CC1	5.9%	-1.4%	-6.6	-4.2%	0.8%	12.0%	39.9%[0.501 µM]	-4.0%	-5.6%
NCCCC[C@H]1CNC(=S)N1CC1(c2ccccc2)CC1	-4.0%	0.6%	-3.1	1.5%	6.3%	35.9%	?	0.8%	-9.4%
O=C(c1ccccc1)c1nnc(-c2ccccc2F)o1	7.1%	-4.5%	-21.9	-1.7%	-17.3%	16.0%	0.1%[12.7 µM]	3.6%	6.3%[57.1 µM]
Later entries
SMILES	GLS inh	ERG Ets-DNA blk	PI4K2A inh	Pin1 inhibitor	PGK inhibitor	HP1b binding inh	G9a block	BAZ2B block	JMJD2A Tudor
COc1ccccc1CNC(=O)COc1ccc2c(c1)CCC2	-1.1%	0.9%	-1.1	-0.2%	i	16.8%	13.7%	2.2%	-11.1%
CCOC(=O)C1=C(C)OC(N)=C(C#N)C1c1cc2c(cc1Br)OCO2 (stereo unspecified)	23.7%	0.8%	-7.0	?	-11.0%	-9.5%	?	-38.5%	-33.8%
O=C(CN1CCCC1)Nc1ccccc1Sc1ccc(Cl)cc1	0.5%	-2.9%	4.2	-0.1%	1.1%	43.6%[activator]	0.0%[59 µM]	15.4%	-1.4%
CCOC(=O)CSc1nnc(-c2ccc(OC)cc2)o1	-15.4%	-3.0%	-0.6	3.3%	-10.8%	32.4%	-1.3%[59 µM]	1.3%	15.2%
CC(=O)Nc1sc2c(c1CN1CCN(c3ccccn3)CC1)CCCC2	-0.1%	3.0%	-3.7	-0.7%	i	-21.7%	31.6µM*	?	?
CCC1Oc2ccccc2N(CC(=O)NCc2cccs2)C1=O (stereo unspecified)	0.0%	0.9%	-3.7	11.1%	-3.5%	29.4%	-35.9%	-0.1%	-10.7%
COc1cc(NC2c3ccccc3C(=O)N2Cc2ccccc2Cl)cc(OC)c1OC (stereo unspecified)	-0.6%	6.3%	-3.3	-1.7%	-2.9%	28.3%	2.1%	-16.0%	-5.6%
Cc1nn(Cc2c(F)c(F)c(F)c(F)c2F)c(C)c1NC(=O)c1ccc(COc2cc(Cl)ccc2Cl)cc1	3.9%	-4.4%	0.5	17.6%	i	24.2%	14.3%[59 µM]	-5.9%	3.8%
Cc1cc(NC(=O)c2cnn3cccnc23)no1	-3.4%	7.1%	-3.3	-4.1%	/	21.1%	-9.9%[12.7 µM]	-15.0%	-1.2%
Cc1cc(C)n(C(=O)C(C(=O)c2ccccc2)C(C)C)n1 (stereo unspecified)	-1.4%	-1.9%	-5.1	0.3%	-0.3%	92.6%[activator]	-9.2%	40.6%[activator]	51.4%[activator]
O=C(COc1ccc2c(-c3ccccc3)cc(=O)oc2c1)NCC1CCC(C(=O)O)CC1 (stereo unspecified)	8.8%	2.5%	-2.7	-1.0%	-0.3%	27.7%	0.1%	-4.7%[57.1 µM]	-17.0%
CCN1CCN(CC(O)COCc2ccccc2)CC1 (stereo unspecified)	2.6%	-1.8%	0.7	-1.4%	-0.8%	16.0%	-39.7%[59 µM]	-38.1%	-28.9%
Cc1ccc(NC(=O)C2CCN(S(C)(=O)=O)CC2)c(C)c1	2.9%	16.3%	3.7	1.3%	i	37.1%[activator]	/	7.3%	-12.3%
COc1ccc(NC(=O)Cn2nnc(-c3ccccc3NS(=O)(=O)c3ccccc3)n2)cc1	-9.6%	2.7%	5.3	-3.9%	-9.6%	3.3%	8.1%[59 µM]	-10.2%	-19.0%
CCCC1=C/C(=C/c2ccc(-c3ccccc3OC)o2)C(=O)O1	-11.3%	0.6%	-4.7	29.3%	-0.7%	-27.9%	28.2µM*	39.8µM*	?
CCOc1ccc(NC(=O)CC2S/C(=N/N=C3CCCCCC3)NC2=O)cc1 (stereo unspecified)	-14.6%	2.6%	-2.7	-12.1%	-2.6%	39.0%	-9.0%	-5.0%	-21.6%
O=C(Cc1n[nH]c(=O)c2ccccc12)NCc1ccc(Cl)cc1	4.8%	-2.1%	-3.5	-4.0%	-7.6%	20.2%	2.0%	-6.6%	-2.8%
COc1ccc(/C=C/C(=O)Oc2ccc(C)cc2)cc1	-10.3%	-3.3%	7.8	-1.4%	-1.5%	65.6%[activator]	31.6%	1.0%	12.0%
Cn1c(CC(=O)NNC(=O)c2cccnc2)nc2ccccc21	20.2%	4.3%	-2.2	8.7%	4.5%	44.7%	?	0.1%	-22.5%
Cc1ccc(S(=O)(=O)N(C)c2ccc(OCC(=O)N3CCCCC3)cc2)cc1	1.6%	4.1%	-3.2	-0.5%	-5.6%	8.2%	5.6%	-0.4%	-7.4%

From PubChem

No enrichment for hits (roughly 11% active in at least one column).
